Bioassay records: PubChem BioAssay, Sanford-Burnham Center for Chemical Genomics
MT1-MMP txn act = activates MT1-MMP transcription | AID 750 | HT1080 MT1-MMP promoter luciferase reporter, luminescence, overnight; stronger effect = higher value | activation factor at 10 µM | 86,000 compounds, 0.16% hits;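 active means activation factor of at least 2 for MT1-MMP transcription at 10 µM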
CD11b adhes inh = CD11b/CD18-fibrinogen binding inhibition. P05107+P11215. K562 CD11b/CD18 adhesion to fibrinogen, ATPlite luminescence; Mn2+ added to activate the integrin. inhibition, % at 10 µM. 93,000 compounds, 0.54% hits. AID 1497;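 active means primary inhibition of 50% or more at 10 µM, then 40% or more on retest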; further: some results filed as inactive read as strong as hits
CYP2C9 inhib = inhibitors of human CYP2C9. inhibition, % at 5 µM. AID 777. 96,000 compounds, 20% hits. CYP2C9 Supersomes, luciferin-H conversion, luminescence. P11712;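 active means blocking of liver enzyme CYP2C9 beyond about 50% at 5 µM, limit read from the data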; further: values of inactives mirror those of a sister screen read the other way
CD11b adhes enh = enhancers of human CD11b/CD18 binding to fibrinogen; P05107+P11215; K562 CD11b/CD18 adhesion to fibrinogen, ATPlite luminescence; activation, % at 10 µM; 93,000 compounds, 0.07% hits;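 active means 10 µM primary screen giving 50% or more activity, confirmed by 40% or more on retest at that dose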; further: strong numbers were not always called active; reference of the scale not given here
PTK2B oligo ant = antagonists of human Pyk2 oligomerization | Q14289 | 99,000 compounds, 0.83% hits | z-score (the deposit names both 25 µM and 10 µM) | Q293 cells, Pyk2 FERM NanoBiT luminescence; stronger effect = lower value | AID 1347419;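 active means Z-score of -3 or lower, scaled per plate to the spread of control and sample wells; inactive means z-score above -3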;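 further: negative z-score means lost luminescence so less FERM oligomerization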
CYP2C9 activ = activators of human CYP2C9. recombinant CYP2C9, luciferin-H conversion, luminescence; stronger effect = higher value; factor 1 = untreated enzyme, 0 = blocked. activation factor at 5 µM. 96,000 compounds, 1.4% hits;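 active means activation factor of 2 or more for CYP2C9 at a 5 µM dose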;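 further: 0 = sulfaphenazole-blocked wells and 1 = vehicle-only wells; values of inactives mirror those of a sister screen read the other way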
CYP2C19 inh = inhibitors of human CYP2C19. inhibition, % at 5 µM. 96,000 compounds, 21% hits. P33261. CYP2C19 Supersomes, luciferin-H EGE luminescence, 30 min;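 active means CYP2C19 inhibition above a set limit at 5 µM in the primary screen, cut at about 50% in these data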;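 further: plate controls were negative control wells for no effect and 2.5 mM tranylcypromine positive control for full effect; values of inactives mirror those of a sister screen read the other way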
Target sequence (P33261 whole entry, looked up): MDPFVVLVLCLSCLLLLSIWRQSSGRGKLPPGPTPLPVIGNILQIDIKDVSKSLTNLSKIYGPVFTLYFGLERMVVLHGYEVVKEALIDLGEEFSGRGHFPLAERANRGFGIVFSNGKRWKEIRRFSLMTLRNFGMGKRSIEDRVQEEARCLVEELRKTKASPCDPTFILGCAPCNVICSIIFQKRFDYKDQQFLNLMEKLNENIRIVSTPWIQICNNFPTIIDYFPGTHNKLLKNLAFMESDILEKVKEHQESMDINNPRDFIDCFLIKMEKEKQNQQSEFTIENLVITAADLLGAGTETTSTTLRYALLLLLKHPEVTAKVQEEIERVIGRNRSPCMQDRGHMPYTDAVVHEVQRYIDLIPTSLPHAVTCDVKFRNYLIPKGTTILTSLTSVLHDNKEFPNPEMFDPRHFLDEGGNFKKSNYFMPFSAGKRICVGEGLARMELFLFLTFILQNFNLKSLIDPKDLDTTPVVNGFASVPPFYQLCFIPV
CYP2C19 act = increases human CYP2C19 enzyme activity; P33261; recombinant CYP2C19, luciferin-H EGE luminescence; stronger effect = higher value; 0 = fully inhibited enzyme, 1 = untreated enzyme; activation factor at 5 µM; 96,000 tested, under 10 active; AID 1025;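 active means activation factor of at least 2 at 5 µM in the primary screen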;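 further: 0 = wells with 2.5 mM tranylcypromine and 1 = vehicle-only wells; values of inactives mirror those of a sister screen read the other way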
PLAP activator = activators of human placental alkaline phosphatase; activation fold at 20 µM; 96,000 compounds, 1.2% hits; purified PLAP enzyme, luminescent substrate read-out; stronger effect = higher value; in the data active means activation fold above about 2
Target sequence (P05187 whole entry, looked up): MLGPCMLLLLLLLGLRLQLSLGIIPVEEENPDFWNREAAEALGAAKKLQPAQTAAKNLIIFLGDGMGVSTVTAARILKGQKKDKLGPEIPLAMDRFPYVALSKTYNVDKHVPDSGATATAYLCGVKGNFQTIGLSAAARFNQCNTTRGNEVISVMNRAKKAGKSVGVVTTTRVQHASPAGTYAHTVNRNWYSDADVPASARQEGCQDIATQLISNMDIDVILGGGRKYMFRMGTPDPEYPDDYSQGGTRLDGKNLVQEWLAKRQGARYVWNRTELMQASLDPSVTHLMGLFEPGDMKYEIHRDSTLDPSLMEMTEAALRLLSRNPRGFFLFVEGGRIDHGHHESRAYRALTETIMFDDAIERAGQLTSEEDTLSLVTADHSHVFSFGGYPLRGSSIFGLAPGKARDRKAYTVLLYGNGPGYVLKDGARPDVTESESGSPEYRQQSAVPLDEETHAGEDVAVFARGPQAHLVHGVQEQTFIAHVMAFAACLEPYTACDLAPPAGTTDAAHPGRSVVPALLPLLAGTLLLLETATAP
An asterisk follows results filed as active. An unsorted share of the library; about 31% have a hit in one of these screens.

How did CC1=C(C(=O)O)N2C(=O)C(NC(=O)c3ccn(C)n3)C2SC1 (centres undefined) do in these assays?
CYP2C9 inhib: 5; PTK2B oligo ant: 1.9; CYP2C9 activ: 1; CYP2C19 inh: -5; CYP2C19 act: 1.1; PLAP activator: 0.9

How did CCNc1nc(NCC)nc(Oc2ccc(N)cc2)n1 do in these assays?
MT1-MMP txn act: 1.1; CD11b adhes inh: -4; CYP2C9 inhib: 3; CD11b adhes enh: -2; PTK2B oligo ant: 0.94; CYP2C9 activ: 1; CYP2C19 inh: -12; CYP2C19 act: 1.1; PLAP activator: 0.9

Results for CCOC(=O)C1=C(C)OC(N)=C(C#N)C1c1ccc(O)c(OC)c1 (centres undefined) ?
MT1-MMP txn act: 1.1; CD11b adhes inh: 4; CYP2C9 inhib: 33; CD11b adhes enh: -3; PTK2B oligo ant: -0.89; CYP2C9 activ: 0.7; CYP2C19 inh: 49; CYP2C19 act: 0.5; PLAP activator: 0.7

Results for Cc1ccc(CNc2ncnc3c2cnn3-c2ccccc2)cc1 ?
MT1-MMP txn act: 1.2; CYP2C9 inhib: -8; PTK2B oligo ant: 0.83; CYP2C9 activ: 1.1; CYP2C19 inh: 6; CYP2C19 act: 0.9; PLAP activator: 0.9

What do the screens show for `Cn1c(=O)n(Cc2ccccc2)c(=O)c2c1nc1n2CCS1`?
MT1-MMP txn act: 1.1; CD11b adhes inh: -4; CYP2C9 inhib: 85*; CD11b adhes enh: -3; PTK2B oligo ant: 0.91; CYP2C9 activ: 0.1; CYP2C19 inh: 57*; CYP2C19 act: 0.4; PLAP activator: 1.1

What do the screens show for `Cc1oc(-c2ccccc2F)nc1CS(=O)(=O)CC(=O)N1CCOCC1`?
MT1-MMP txn act: 1.1; CD11b adhes inh: -14; CYP2C9 inhib: 34; CD11b adhes enh: -2; CYP2C9 activ: 0.7; CYP2C19 inh: 14; CYP2C19 act: 0.9; PLAP activator: 0.9

What do the screens show for `Brc1ccc(-c2nnc3c4ccccc4nc(N4CCOCC4)n23)cc1`?
CD11b adhes inh: -9; CYP2C9 inhib: 15; CD11b adhes enh: -4; PTK2B oligo ant: 0.56; CYP2C9 activ: 0.8; CYP2C19 inh: 4; CYP2C19 act: 1; PLAP activator: 0.9

How did COc1ccc(C(=O)N2CCN=C2SCc2cccnc2)c(OC)c1 do in these assays?
MT1-MMP txn act: 1; CD11b adhes inh: 0; CYP2C9 inhib: 62*; CD11b adhes enh: 0; CYP2C9 activ: 0.4; CYP2C19 inh: 88*; CYP2C19 act: 0.1; PLAP activator: 1.3

Results for CCOC(=O)N1CCC(Nc2ncnc3c2cnn3-c2ccc(C)cc2C)CC1 ?
MT1-MMP txn act: 1; CD11b adhes inh: 18; CYP2C9 inhib: 58*; CD11b adhes enh: 2; CYP2C9 activ: 0.4; CYP2C19 inh: 44; CYP2C19 act: 0.6; PLAP activator: 1.4

What do the screens show for `Cc1cc2c(c(=O)n1CCc1ccccc1)C(C(C)C)C(C#N)=C(N)O2` (centres undefined)?
MT1-MMP txn act: 1.3; CYP2C9 inhib: 7; PTK2B oligo ant: -1.3; CYP2C9 activ: 0.9; CYP2C19 inh: 8; CYP2C19 act: 0.9; PLAP activator: 1.1

Results for c1nc(N2CCNCC2)c2sc3nc(N4CCOCC4)c4c(c3c2n1)CCC4 ?
MT1-MMP txn act: 0.9; CD11b adhes inh: 7; CYP2C9 inhib: 30; CD11b adhes enh: -5; CYP2C9 activ: 0.7; CYP2C19 inh: 15; CYP2C19 act: 0.8; PLAP activator: 1.7

How did CCCc1nc(SC2CCCC2)c2c(=O)n(C)c(=O)n(C)c2n1 do in these assays?
MT1-MMP txn act: 1.1; CD11b adhes inh: 24; CYP2C9 inhib: -2; CD11b adhes enh: 11; CYP2C9 activ: 1; CYP2C19 inh: -10; CYP2C19 act: 1.1; PLAP activator: 1.1

Copied from the results shown, 2 compounds:
How did CC1=C(C(=O)O)N2C(=O)C(NC(=O)c3ccn(C)n3)C2SC1 (centres undefined) do in these assays?
CYP2C9 inhib: 5; PTK2B oligo ant: 1.9; CYP2C9 activ: 1; CYP2C19 inh: -5; CYP2C19 act: 1.1; PLAP activator: 0.9

How did CCNc1nc(NCC)nc(Oc2ccc(N)cc2)n1 do in these assays?
MT1-MMP txn act: 1.1; CD11b adhes inh: -4; CYP2C9 inhib: 3; CD11b adhes enh: -2; PTK2B oligo ant: 0.94; CYP2C9 activ: 1; CYP2C19 inh: -12; CYP2C19 act: 1.1; PLAP activator: 0.9

(further entries)
What do the screens show for `CCOC(=O)C(C)c1n[nH]c(=O)c2ccccc12` (centres undefined)?
MT1-MMP txn act: 1.1; CD11b adhes inh: -9; CYP2C9 inhib: 3; CD11b adhes enh: 7; PTK2B oligo ant: 0.39; CYP2C9 activ: 1; CYP2C19 inh: 4; CYP2C19 act: 1; PLAP activator: 0.8

What do the screens show for `COCCCNC(=O)CN1C(=O)CSc2ncccc21`?
MT1-MMP txn act: 0.9; CD11b adhes inh: -18; CYP2C9 inhib: -5; CD11b adhes enh: 2; CYP2C9 activ: 1.1; CYP2C19 inh: 30; CYP2C19 act: 0.7; PLAP activator: 0.9

How did CC(C)=C1C2CC2C2C(C(=O)O)C12 (centres undefined) do in these assays?
MT1-MMP txn act: 1.2; CD11b adhes inh: 18; CYP2C9 inhib: 7; CD11b adhes enh: -3; PTK2B oligo ant: 0.27; CYP2C9 activ: 0.9; CYP2C19 inh: 0; CYP2C19 act: 1; PLAP activator: 1

How did CCOC(=O)c1c(N)sc2c(O)c(Br)ccc12 do in these assays?
MT1-MMP txn act: 1.1; CD11b adhes inh: 2; CYP2C9 inhib: 73*; CD11b adhes enh: -1; PTK2B oligo ant: -0.03; CYP2C9 activ: 0.3; CYP2C19 inh: 30; CYP2C19 act: 0.7; PLAP activator: 1

What do the screens show for `C=CCn1c(SCCOc2ccc(OC)cc2)nnc1C(C)NC(=O)Cc1ccc(OC)cc1` (centres undefined)?
MT1-MMP txn act: 1.1; CD11b adhes inh: -26; CYP2C9 inhib: 68*; CD11b adhes enh: -2; PTK2B oligo ant: -1.1; CYP2C9 activ: 0.3; CYP2C19 inh: 77*; CYP2C19 act: 0.2; PLAP activator: 1.6

How did CCOC(=O)c1c(NC(=O)CSc2nnc(C)s2)sc2c1CCN(C)C2 do in these assays?
MT1-MMP txn act: 1.1; CD11b adhes inh: -5; CYP2C9 inhib: 16; CD11b adhes enh: -2; PTK2B oligo ant: -0.45; CYP2C9 activ: 0.8; CYP2C19 inh: 2; CYP2C19 act: 1; PLAP activator: 1.3

What do the screens show for `CCCCN(CC)Cc1c(C)[nH]c2ccccc2c1=O`?
MT1-MMP txn act: 1.1; CD11b adhes inh: -14; CYP2C9 inhib: -8; CD11b adhes enh: 7; PTK2B oligo ant: -0.02; CYP2C9 activ: 1.1; CYP2C19 inh: -13; CYP2C19 act: 1.1; PLAP activator: 0.8

What do the screens show for `O=C(C1CCN(C2CC(=O)N(c3ccc(F)cc3)C2=O)CC1)N1CCOCC1` (centres undefined)?
MT1-MMP txn act: 1; CD11b adhes inh: -19; CYP2C9 inhib: -14; CD11b adhes enh: 2; PTK2B oligo ant: 1.4; CYP2C9 activ: 1.1; CYP2C19 inh: 6; CYP2C19 act: 0.9; PLAP activator: 1

Results for O=C(CSCc1cccc(Cl)c1)N/N=C/c1ccc(OCC(=O)N2CCCCC2)cc1 ?
CYP2C9 inhib: 57*; PTK2B oligo ant: -3.4*; CYP2C9 activ: 0.4; CYP2C19 inh: 59*; CYP2C19 act: 0.4; PLAP activator: 1.3

How did COc1ccc(N(CC(=O)O)S(=O)(=O)c2c(C)n[nH]c2C)cc1 do in these assays?
CD11b adhes inh: 6; CYP2C9 inhib: -14; CD11b adhes enh: -2; PTK2B oligo ant: 0.24; CYP2C9 activ: 1.1; CYP2C19 inh: -12; CYP2C19 act: 1.1; PLAP activator: 1.2

What do the screens show for `CCOC(=O)C1CCCN(C(=O)c2cnn3c(C(F)F)cc(-c4ccc(C)cc4)nc23)C1` (centres undefined)?
MT1-MMP txn act: 1.1; CD11b adhes inh: -1; CYP2C9 inhib: 73*; CD11b adhes enh: 8; PTK2B oligo ant: -0.96; CYP2C9 activ: 0.3; CYP2C19 inh: 28; CYP2C19 act: 0.7; PLAP activator: 1.6

What do the screens show for `Cc1c(C(c2ccc([N+](=O)[O-])cc2)c2c(C)n(C)n(-c3ccccc3)c2=O)c(=O)n(-c2ccccc2)n1C`?
CYP2C9 inhib: -18; PTK2B oligo ant: -0.48; CYP2C9 activ: 1.2; CYP2C19 inh: -4; CYP2C19 act: 1; PLAP activator: 1.3

Looked up one by one from above, 2 records:
How did CCCc1nc(SC2CCCC2)c2c(=O)n(C)c(=O)n(C)c2n1 do in these assays?
MT1-MMP txn act: 1.1; CD11b adhes inh: 24; CYP2C9 inhib: -2; CD11b adhes enh: 11; CYP2C9 activ: 1; CYP2C19 inh: -10; CYP2C19 act: 1.1; PLAP activator: 1.1

What do the screens show for `Cc1cc2c(c(=O)n1CCc1ccccc1)C(C(C)C)C(C#N)=C(N)O2` (centres undefined)?
MT1-MMP txn act: 1.3; CYP2C9 inhib: 7; PTK2B oligo ant: -1.3; CYP2C9 activ: 0.9; CYP2C19 inh: 8; CYP2C19 act: 0.9; PLAP activator: 1.1

Remaining list, next part.
Results for CCN1CCN(c2nc3c(C)cccn3c(=O)c2/C=C(\C#N)S(=O)(=O)c2ccccc2)CC1 ?
MT1-MMP txn act: 1.1; CD11b adhes inh: -2; CYP2C9 inhib: 90*; CD11b adhes enh: 0; PTK2B oligo ant: -0.85; CYP2C9 activ: 0.1; CYP2C19 inh: 27; CYP2C19 act: 0.7; PLAP activator: 1.3

What do the screens show for `O=C(O)CC(C(=O)O)c1cn(Cc2ccccc2)c2ccccc12` (centres undefined)?
MT1-MMP txn act: 1.1; CD11b adhes inh: 1; CYP2C9 inhib: -3; CD11b adhes enh: 4; PTK2B oligo ant: 0.27; CYP2C9 activ: 1; CYP2C19 inh: 0; CYP2C19 act: 1; PLAP activator: 1.1

How did CN(CCNC(=O)c1cc2c(=O)n(C)c3ccccc3c2n1C)Cc1ccccc1 do in these assays?
MT1-MMP txn act: 1; CD11b adhes inh: 16; CYP2C9 inhib: 9; CD11b adhes enh: 8; CYP2C9 activ: 0.9; CYP2C19 inh: 22; CYP2C19 act: 0.8; PLAP activator: 1.8

Results for c1nc(COc2nsnc2N2CCOCC2)cs1 ?
CD11b adhes inh: 12; CYP2C9 inhib: 4; CD11b adhes enh: 0; PTK2B oligo ant: 0.14; CYP2C9 activ: 1; CYP2C19 inh: 54*; CYP2C19 act: 0.5; PLAP activator: 1.2

Results for CCNC(=S)N/N=C/c1ccco1 ?
CD11b adhes inh: -3; CYP2C9 inhib: -11; CD11b adhes enh: 4; PTK2B oligo ant: 0.1; CYP2C9 activ: 1.1; CYP2C19 inh: 5; CYP2C19 act: 1; PLAP activator: 0.8

What do the screens show for `Cc1ccc(-n2nc(C)c3c(C)c(CCC(=O)NCc4ccccc4)c(C)nc32)cc1`?
CD11b adhes inh: 73; CYP2C9 inhib: 16; CD11b adhes enh: -3; CYP2C9 activ: 0.8; CYP2C19 inh: 17; CYP2C19 act: 0.8; PLAP activator: 0.8

Results for C=CCNc1nc(N(c2ccccc2)c2ccccc2)nc(-n2ccnc2)n1 ?
MT1-MMP txn act: 1.2; CD11b adhes inh: -5; CYP2C9 inhib: 13; CD11b adhes enh: -1; PTK2B oligo ant: -1.4; CYP2C9 activ: 0.9; CYP2C19 inh: 44; CYP2C19 act: 0.6; PLAP activator: 0.9

What do the screens show for `C=CC[n+]1c(-c2ccc(C)cc2)csc1NNC(=O)Nc1ccccc1`?
MT1-MMP txn act: 1.1; CYP2C9 inhib: 8; PTK2B oligo ant: -0.82; CYP2C9 activ: 0.9; CYP2C19 inh: 18; CYP2C19 act: 0.8; PLAP activator: 1
